# Screening data (PubChem)
# Diaph act CS: compounds boosting diaphorase resazurin reduction – biochemical, uHTS, resorufin fluorescence, counter-screen for diaphorase-coupled primary assays, primary screen; 190,000 compounds, 0.005% hits; Diaphorase/resazurin coupled assay, 16 min; active compounds read high; 1 = vehicle wells, 0 = NADH-free wells; AID 1229, 2008; activation factor at 20 µM;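 active = diaphorase activity raised at least twofold by the compound at 20 µM; inactive = activation factor below 2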
#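 Measured by – red resorufin fluorescence at 544/590 nm excitation/emission · Test system – Clostridium kluyveri diaphorase, purified enzyme · Incubation – reaction time 16 min, room temperature · Buffer or medium – 50 mM HEPES pH 7.4 with 4.542 mM MgCl2, 0.005% Tween 20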
# TNAP inh noacc: human TNAP enzyme inhibitors, primary screen, biochemical, luminescent, no phosphate acceptor, uHTS | 200,000 compounds, 0.26% hits | Alkaline phosphatase, tissue-nonspecific isozyme (Homo sapiens), P05186 | inhibition, % at 20 µM | purified TNAP, CDP-star luminescence, 30 min | AID 1012, 2008;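 active = tissue-nonspecific alkaline phosphatase inhibition above about 50% at 20 µM in the single-dose screen, limit read from the data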;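 note: 0% = DMSO negative control and 100% = EDTA positive control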
# TNAP act hiacc: TNAP activators at high phosphate acceptor level, primary screen, biochemical, luminescence, uHTS; Alkaline phosphatase, tissue-nonspecific isozyme (Homo sapiens), P05186; purified TNAP, CDP-star luminescence, 1 M DEA, 30 min; active compounds read high; 0 = EDTA background, 1 = DMSO-only activity; activation factor at 20 µM; 200,000 tested, under 10 active;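 active = activation factor at least 2 at 20 µM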
#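 Measured by: Luminescent substrate turnover signal | Test system: Human TNAP | Input: TNAP 1/800 final | Dosing: 20 µM single point | Schedule: 30 min, room temperature | Controls: EDTA wells as negative control, DMSO wells as positive control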
# Efa HMGR inh: inhibitors of E. faecalis class II HMGR, primary screen, biochemical, Enterococcus faecalis. HMG-CoA reductase (Enterococcus faecalis, mvaE). purified E. faecalis HMGR, NADPH absorbance 340 nm kinetic. inhibition, % at 10 µM. 190,000 compounds, 0.41% hits;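 active = inhibition above a set limit, the median over all tested compounds plus 3 SD, cut at about 9.5% in these data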;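 note: enzyme runs in reverse so mevalonate oxidation gives rising NADPH absorbance; 0% = complete reaction with DMSO and 100% = background rate lacking mevalonate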
# TNAP inh hi DEA: human TNAP enzyme inhibitors, primary screen, biochemical, luminescent, high phosphate acceptor level, uHTS. purified TNAP, CDP-star luminescence, 1 M DEA. inhibition, % at 20 µM. 200,000 compounds, 0.03% hits. Alkaline phosphatase, tissue-nonspecific isozyme (Homo sapiens), P05186;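 active = over 50% inhibition of tissue-nonspecific alkaline phosphatase at 20 µM in the single-dose screen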;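 note: plate controls were DMSO wells for no effect and EDTA-quenched wells as full inhibition for full effect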
# Diaphorase inh: diaphorase inhibitors and chemical oxidizers, primary screen, counter-screen for diaphorase-coupled primary assays, biochemical, uHTS, resorufin fluorescence | diaphorase resazurin-to-resorufin fluorescence, NADH, 16 min; bacterial (C. kluyveri) enzyme, not human | AID 1217, 2008 | inhibition, % at 20 µM | 190,000 compounds, 0.69% hits;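 active = primary screen inhibition at 20 µM above a set limit, cut at about 50% in these data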;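 note: plate controls were DMSO with full reaction for no effect and wells lacking NADH for full effect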
#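 controls = No-NADH positive control and DMSO neutral control | system = Clostridium kluyveri diaphorase enzyme | timing = reaction incubation of 16 min at room temperature | signal = resorufin fluorescence 544/590 nm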
# PMI act hi M6P: human PMI activators, high substrate, primary screen, biochemical, fluorescence intensity, near-saturating mannose 6-phosphate; activation factor at 20 µM; AID 1216, 2008; coupled PMI enzyme assay, resazurin fluorescence, 20 min; active compounds read high; 1 = untreated enzyme, 0 = substrate-free blank; 190,000 compounds, 0.34% hits;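 active = activation factor of 2 or more at 20 µM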
# Target sequence (P34949 whole entry, looked up): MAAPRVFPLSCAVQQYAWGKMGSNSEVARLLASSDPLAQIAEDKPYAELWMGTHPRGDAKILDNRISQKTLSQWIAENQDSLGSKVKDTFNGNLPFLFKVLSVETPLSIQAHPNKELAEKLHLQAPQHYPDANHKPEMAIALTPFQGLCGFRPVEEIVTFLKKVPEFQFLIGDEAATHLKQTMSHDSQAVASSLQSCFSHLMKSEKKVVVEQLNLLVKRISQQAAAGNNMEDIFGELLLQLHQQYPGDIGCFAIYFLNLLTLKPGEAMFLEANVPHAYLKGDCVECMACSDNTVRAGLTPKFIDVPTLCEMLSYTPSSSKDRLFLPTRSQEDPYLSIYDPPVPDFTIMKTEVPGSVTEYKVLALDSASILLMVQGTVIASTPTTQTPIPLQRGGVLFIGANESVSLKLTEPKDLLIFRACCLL
#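 Material: human phosphomannose isomerase with PGI, G6PDH, diaphorase coupling enzymes / Reagent: Man-6-P substrate 1.0 mM / Dosing: single compound dose of 20 µM, 1% DMSO final / Incubation: enzyme reaction with compound 20 min at room temperature / Signal: resorufin fluorescence (Ex 544/Em 590 nm) from resazurin via diaphorase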
# PMI activator: activators of human PMI, primary screen, biochemical, fluorescence intensity, near-Km mannose 6-phosphate; Mannose-6-phosphate isomerase (Homo sapiens), P34949; purified human PMI, coupled resazurin fluorescence, 20 min; active compounds read high; 1 = vehicle control, 0 substrate-free wells; activation factor at 20 µM; 190,000 compounds, 0.005% hits; AID 1214, 2008;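 active = activation factor of 2 or more at 20 µM, relative to plate controls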
# FLuc stim CS: FLuc activators, initial screening, artefact control for FLuc-dependent activation tests, biochemical, ATPlite luminescence | Luciferin 4-monooxygenase (Photinus pyralis), P08659 | ATPlite luciferase biochemical, 10 min; 0 = ATP-free wells, 1 = DMSO control | activation factor at 10 µM | 200,000 tested, under 10 active;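 active = luciferase activation factor, scaled between plate controls, of at least 2 with compound at 10 µM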
# Target sequence (P08659 whole entry, looked up): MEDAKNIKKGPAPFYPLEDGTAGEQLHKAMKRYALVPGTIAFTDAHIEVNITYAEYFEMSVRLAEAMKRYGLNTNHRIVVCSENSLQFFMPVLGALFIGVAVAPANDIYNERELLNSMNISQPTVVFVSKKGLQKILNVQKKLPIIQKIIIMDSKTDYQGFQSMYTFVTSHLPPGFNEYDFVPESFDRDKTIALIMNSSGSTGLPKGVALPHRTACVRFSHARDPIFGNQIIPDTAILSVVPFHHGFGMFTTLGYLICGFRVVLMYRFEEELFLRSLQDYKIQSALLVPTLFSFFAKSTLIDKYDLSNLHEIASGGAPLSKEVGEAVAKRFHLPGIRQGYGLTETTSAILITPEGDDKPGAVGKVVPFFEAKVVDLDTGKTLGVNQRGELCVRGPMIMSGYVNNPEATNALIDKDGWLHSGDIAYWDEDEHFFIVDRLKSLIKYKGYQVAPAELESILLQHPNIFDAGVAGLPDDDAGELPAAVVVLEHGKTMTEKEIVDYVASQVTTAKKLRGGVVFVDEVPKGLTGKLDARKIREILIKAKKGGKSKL
#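 Assay system: Luciferase/luciferin detection reagent, cell-free biochemical luciferase assay / Read-out: luciferase activation / Benchmarks: No-ATP low control, compound-free enzyme-plus-ATP high control / Medium: PBS buffer for ATP / Detection: luminescence measurement of luciferase light output / Schedule: 10 min at ambient temperature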
# G6PDH counter: L. mesenteroides G6PDH inhibitors, counter-screen for G6PDH-coupled screening assays, biochemical, Leuconostoc mesenteroides enzyme; inhibition, % at 5 µM; glucose-6-phosphate dehydrogenase [Leuconostoc mesenteroides]; Purified L. mesenteroides G6PDH, diaphorase/resazurin coupled fluorescence, 45 min; 200,000 compounds, 0.12% hits; AID 1020, 2008; in the data active = inhibition above about 50%
# * marks the source's active call; other numbers are inactive results; + = active, no number.
SMILES,Diaph act CS,TNAP inh noacc,TNAP act hiacc,Efa HMGR inh,TNAP inh hi DEA,Diaphorase inh,PMI act hi M6P,PMI activator,FLuc stim CS,G6PDH counter
O=C1N/C(=N/S(=O)(=O)c2ccccc2)S/C1=C/c1cccnc1,0.9,7,1,-6,-1,6,0.9,0.9,1,-16
Cc1nn(C)cc1/C=C/C(=O)c1ccc(O)cc1,0.9,-9,1,4,3,10,1,0.9,0.4,18
Cn1c(=O)c2cc(S(=O)(=O)NC(C(=O)Nc3cccc(F)c3)c3ccccc3)ccc2n(C)c1=O (stereo not drawn),0.9,-14,1.1,-6,-5,10,1,0.9,1,-1
CC(=O)Nc1ccc(S(=O)(=O)NCCC(=O)Nc2ccc(C)c(Cl)c2)cc1,0.9,-12,1,1,3,7,0.9,0.8,1,9
CC(C)CCNC(=S)Nc1ccc2nc3n(c(=O)c2c1)CCCCC3,1,5,1,2,0,0,0.8,0.9,1,5
COc1ccc(S(=O)(=O)NCC(=O)N(CC(=O)NCC2CCCO2)c2ccccc2C)cc1 (stereo not drawn),0.9,-10,1,-2,-5,13,1,1,1.1,11
COc1ccc(CCN(Cc2cc3cc(C)cc(C)c3nc2Cl)C(=O)C2CC2)cc1,0.8,-2,1,-3,0,20,0.8,0.9,1,8
Cc1ccc(OCC(=O)NCC(=O)Nc2ccc(F)c(F)c2F)c([N+](=O)[O-])n1,0.9,-8,1,2,-2,6,1,1,1.1,-4
O=C(Nc1cccc(C(F)(F)F)c1)c1cccnc1NCCc1ccccc1,0.9,-18,1,1,5,12,1,0.9,0.9,-17
O=C1NCCCC1C(=O)Nc1ccccc1C(F)(F)F (stereo not drawn),0.9,0,1,+,-4,6,1,1.1,1.1,3
CSc1ncccc1C(=O)OCc1cccc([N+](=O)[O-])c1,1,-6,0.9,-3,6,5,0.9,1,1,-2
CC1Oc2ccccc2C=C1C1/C(=C(/O)c2ccccc2)C(=O)C(=O)N1CCCN(C)C (stereo not drawn),0.8,-1,1,3,0,17,0.9,0.9,1,5
COc1cc(C(=S)N2CCOCC2)ccc1OC(=O)c1cc([N+](=O)[O-])cc([N+](=O)[O-])c1,0.9,0,1,0,4,11,1,1,1.1,17
COc1cc(OC)cc(C(=O)Nc2ccccc2C(=O)N2CCCC2)c1,0.9,-8,1,-4,-1,13,0.9,0.9,1,-1
O=[N+]([O-])c1ccc(NC(=S)NCC(c2cccnc2)N2CCOCC2)cc1 (stereo not drawn),1.1,-8,1,-4,2,-7,1,1.1,1,-2
O=c1[nH][nH]c(-c2ccccc2)c1C=Nc1ccc(Cl)cc1,0.9,-5,1,-3,3,8,0.9,1,1.1,3
CCOc1ccc(CNc2nc3ccccc3n2CCN2CCOCC2)cc1,0.9,-8,1,-10,0,6,1.2,1.2,1.1,-1
CC1(c2ccccc2)NC(=S)N2C1NC(=S)N2c1ccccc1 (stereo not drawn),1,-36,1,2,1,5,1.2,1.1,1,4
CCn1c(C)nc2cc(C(=O)N/N=C/c3cccc(OC)c3O)ccc21,0.7,-141,1,-4,0,28,1.1,0.9,0.9,-8
COCCN(C(=O)C1CC1)c1nnc(-c2ccc(C)cc2)s1,0.9,-6,1,-3,0,12,1,0.9,1,-3
COc1ccc(/C=C(/C#N)C(=O)Nc2ccccc2C)cc1C(=O)O,1,-36,1,-4,1,0,1.1,1,1,0
CCC(CC)C(=O)Nc1cccc(/C(C)=N/NC(=O)c2ccccc2Cl)c1,0.8,-12,1.1,-4,-6,16,0.9,0.9,1,18
Cc1cc(C)c(NC(=O)c2ccoc2C)c(C)c1,0.9,-4,1,1,-3,10,1.1,1,1.1,12
CCn1ncc(/C=C/C(=O)NCc2cnn(C)c2C)c1C,0.9,-10,1,7,-4,12,0.9,1,1,-3
CCCC(=O)Nc1ccc(Cl)c(NC(=S)NC(=O)c2cc3ccccc3o2)c1,1,-3,1,-9,-2,-4,1,0.9,1,4

# Later entries.
SMILES,Diaph act CS,TNAP inh noacc,TNAP act hiacc,Efa HMGR inh,TNAP inh hi DEA,Diaphorase inh,PMI act hi M6P,PMI activator,FLuc stim CS,G6PDH counter
CCC(=O)N1CCc2cc(S(=O)(=O)N3CCN(c4ccccn4)CC3)ccc21,0.9,-5,1,-2,0,10,1,1,1,1
COc1ccc(NC(=O)CSc2nc(-c3ccncc3)nn2CC(=O)N2CCCC2)cc1,0.7,-13,1,-2,-4,25,0.9,1.1,1.1,7
C=CCNC(=O)C1(c2ccccc2)CC1(Cl)Cl (stereo not drawn),1,-4,1,-4,2,-4,1.1,0.9,1,0
O=C(NCCCN1CCOCC1)c1ccc(Sc2cccc(Cl)c2)c([N+](=O)[O-])c1,1,-11,1,-2,-4,0,1.2,1.2,1.1,-18
Cc1c(Cl)cccc1NC(=O)CCCn1cnc([N+](=O)[O-])n1,0.9,-10,1,-5,-4,8,1,1,1.1,2
COC(=O)CN1C(=O)N/C(=C/c2cc(Cl)c(OC)c(OC)c2)C1=O,1,-5,1,3,-2,3,1.1,1.1,1.1,-1
COc1ccc(N2CCN(c3nc(=S)n(-c4ccccc4)c(C)c3C(C)=O)CC2)cc1,0.7,-7,1,0,2,27,0.9,0.8,1.1,3
CCOCCCNC(=O)c1c[nH]c2ccc(C)cc2c1=O,0.9,-7,1,1,4,6,1.1,1,1,3
CC(=O)Nc1ccc(NC(=O)Nc2ccc3c(c2)N(C)C(=O)CS3)cc1,1.1,1,0.9,0,8,-8,1.1,1.1,0.9,-11
COc1ccc2oc(=O)c(-c3cn4ccc(C)cc4n3)cc2c1,0.6,-8,1,3,-4,40,0.5,1.1,1,27
CCSc1nnc(NC(=O)CC(C)C)s1,1,-3,1,2,-1,4,1,1,1,-3
N#C/C(=C\c1ccc(O)c([N+](=O)[O-])c1)C(=O)NCc1ccccc1,1,-5,1,-8,4,1,1.1,1.1,1,8
O=Cc1ccc(N2CCCCC2)cc1,0.8,-7,1,-2,-3,23,0.5,0.9,1,4
CCC(C)(C)n1nnnc1C(c1ccccc1OC)N1CCSCC1 (stereo not drawn),0.8,-8,1,-5,-3,20,0.8,0.9,1.1,3
CCC1Oc2ccccc2N(CC(=O)Nc2ccc3c(c2)OCCO3)C1=O (stereo not drawn),0.9,-10,1.1,-1,-5,12,1,1,1.1,5
Cc1nn(Cc2ccccc2)c(C)c1NC(=O)CCC(=O)O,0.9,-5,1,1,1,8,0.9,0.9,1,-7
CCCN(Cc1cc2ccc(C)cc2[nH]c1=O)C(=O)c1ccccn1,0.8,-6,1,-2,-5,20,0.9,0.9,1,14
CCOC(=O)N1CCN(CC(O)COC2CC(C)CCC2C(C)C)CC1 (stereo not drawn),1,-4,1,-2,-4,0,1,0.9,1.1,3
CC(C)CCN1CCN(Cc2cc(F)ccc2-n2cccn2)CC1CCO (stereo not drawn),0.9,-7,1,-1,-1,11,1,1,1,0
COC(=O)C1=C(C)C(c2ccc(OC)cc2OC)NC(=O)N1 (stereo not drawn),0.8,-12,1,1,-5,17,0.9,1,1.1,12
CC1CCN(c2nc3ccc(C(=O)N4CCN(Cc5ccc6c(c5)OCO6)CC4)cc3s2)CC1,0.9,-28,1.1,2,-10,8,0.9,0.9,1,9
Cc1ccc2cc3cc(C(=O)NCCCN4CCc5ccccc5C4)oc3nc2c1,1,2,1,-1,-4,4,1.2,1.1,1.1,-64
CC1=C(C#N)C(NC(=O)c2ccco2)(C(F)(F)F)C(=O)N1 (stereo not drawn),0.9,-10,1,3,-4,9,1,0.9,1,0
Cc1ccc(NC2=C(N3CCOCC3)C(=O)c3ccccc3C2=O)cc1,0.7,0,1,-15,-1,26,1.4,1.1,0.4,-2
C=C(C)CN(CC)C(=O)COc1ccc(S(=O)(=O)Nc2ccc(OC)cc2)cc1,0.9,-17,1,-1,-4,8,1,0.9,1,1
O=C1c2ccccc2N2C(=O)c3ccccc3C2N1O (stereo not drawn),0.8,-13,1,0,-1,17,0.8,0.9,1,15
CC(=C\c1ccccc1)/C=C1/SC(=O)N(CCCC(=O)Nc2ccc(C(=O)O)cc2)C1=O,0.8,-1,1,0,-1,18,1,1,1,11
O=C(OCC(=O)N1CCCc2ccccc21)c1cccc(S(=O)(=O)N2CCc3ccccc32)c1,0.8,-16,1,1,-3,20,1,0.9,1.1,-5
CC1CCN(c2c([N+](=O)[O-])c(=O)n(-c3ccccc3)c3ccccc23)CC1,0.9,-4,1,0,1,14,1,0.9,1,1
CC(C)Cn1c(CCCNC(=O)c2ccc(F)cc2)nc2ccccc21,0.8,-4,1,1,-1,21,0.9,0.9,1.1,-8

# A portion of the results above:
SMILES,Diaph act CS,TNAP inh noacc,TNAP act hiacc,Efa HMGR inh,TNAP inh hi DEA,Diaphorase inh,PMI act hi M6P,PMI activator,FLuc stim CS,G6PDH counter
O=C1c2ccccc2N2C(=O)c3ccccc3C2N1O (stereo not drawn),0.8,-13,1,0,-1,17,0.8,0.9,1,15
CC(=C\c1ccccc1)/C=C1/SC(=O)N(CCCC(=O)Nc2ccc(C(=O)O)cc2)C1=O,0.8,-1,1,0,-1,18,1,1,1,11
O=C(OCC(=O)N1CCCc2ccccc21)c1cccc(S(=O)(=O)N2CCc3ccccc32)c1,0.8,-16,1,1,-3,20,1,0.9,1.1,-5
CC1CCN(c2c([N+](=O)[O-])c(=O)n(-c3ccccc3)c3ccccc23)CC1,0.9,-4,1,0,1,14,1,0.9,1,1
CC(C)Cn1c(CCCNC(=O)c2ccc(F)cc2)nc2ccccc21,0.8,-4,1,1,-1,21,0.9,0.9,1.1,-8
